# Assay outcomes from PubChem BioAssay.
# Growth percent in the NCI-60 one-dose screen (48 h, 10 µM unless noted): 100 = growth as untreated, 0 = no growth, -100 = all killed.
# HS 578T: HS 578T breast cancer; 78,000 tested, 4.1% active
# LOX IMVI: LOX IMVI melanoma | 79,000 tested, 7.4% active | AID 1794757
# MDA-MB-231: MDA-MB-231 breast cancer; 81,000 tested, 5% active
# BT-549: BT-549 breast cancer. 78,000 tested, 4.4% active
# MCF7: MCF7 breast cancer; 82,000 tested, 6.3% active
# SK-MEL-28: SK-MEL-28 melanoma; 81,000 tested, 4.1% active; AID 1794761
# T-47D: T-47D breast cancer | 79,000 tested, 5% active
# MDA-MB-468: MDA-MB-468 breast cancer. 78,000 tested, 8.5% active
# Starred values were filed as active, the others as inactive; x = no result given; & = joins results of further samples. How the source made its calls: active means growth percent below 10; inactive means the rest.
SMILES,HS 578T,LOX IMVI,MDA-MB-231,BT-549,MCF7,SK-MEL-28,T-47D,MDA-MB-468
CC(=O)Nc1ccc(C(N)=O)cn1,96,92,103,99,99,105,100,93
CCN(CC)Cc1cc(Nc2ccnc3cc(Cl)ccc23)ccc1O,92,86,72,95,87,95,100,x
CCCCCCNC(=O)Oc1ccc(/C(=C(\C)c2ccccc2)c2ccc(OCCCN(C)C)cc2)cc1,74,80,83,85,21,88,46,95
COc1ccc(-c2conc2-c2ccccc2)cc1,7.8*,39,12,30,16,55,53,-4.7*
O=C(/C=C/c1cccc([N+](=O)[O-])c1)c1ccccc1,92,42,97,103,54,91,89,93
Nc1ccc2c(c1)C(=O)c1cc([N+](=O)[O-])ccc1-2,95,99,92,101,98,110,111,97
O=C(Nc1ccc(C(=O)O)cc1)Nc1nc2ccccc2s1,106,97,91,86,75,106,80,99
O=c1c2cc3c(=O)n(-c4cccc(Cl)c4)c(=O)c3cc2c(=O)n1-c1cccc(Cl)c1,125,93,105,68,109,124,101,107
CN(C)c1ccc(/C=C/C2=[N+](C)c3ccccc3C2(C)C)cc1,43,15,3.1*,17,5.6*,35,20,6.5*
COc1cc2c3c(n(C4CCN(C)CC4)c(=O)c2cc1OC)-c1cc2c(cc1C3=O)OCO2,109,8.7*,44,60,25,107,31,32
CCN(CC)CCN1C(=O)c2ccccc2C1=O,97,100,99,102,89,98,82,94
Cc1nn(-c2nc3ccccc3[nH]2)c2c1C(c1ccc(O)cc1)CC(=O)N2 (stereo not drawn),28,85,72,93,109,80,89,93
NC(C(=O)c1ccccc1)c1ccccc1 (stereo not drawn),91,96,109,106,97,108,113,112
CCNC1(NC#N)CCCCC1,103,104,107,110,104,103,104,101
FC(F)(F)c1cn(CCN2CCOCC2)c2ncnc(Cl)c12,82,-64*,64,94,97,72,95,9.5*
COc1cc(C2=NN(C(C)=O)C(c3cc(OC)c(OC)c(OC)c3)C2)ccc1O (stereo not drawn),-1.4*,35,4.4*,23,8.2*,68,46,16
CCOC(=O)c1cc(C(=O)c2cc(OC)c(OC)c(OC)c2)n2ccc(-c3ccncc3)cc12,87,99,70,91,107,110,84,99
COC(=O)C1=C/C=C\CN(C(c2ccccc2)c2ccccc2)/C=C\1C(=O)OC,95,88,97,99,90,104,88,104
COc1cc(C2CC(=O)Nc3c(-c4ccc(F)cc4)csc32)cc(OC)c1OC (stereo not drawn),83,76,78,51,79,101,45,25
CC(C)OC(=O)[C@H](C)N[P@@](=O)(OC[C@@]1(C)O[C@@H](n2cc(F)c(N)nc2=O)C[C@@H]1O[P@](=O)(N[C@@H](C)C(=O)OC(C)C)Oc1ccccc1)Oc1ccccc1,86,81,119,76,50,94,x,98
COc1ccccc1Nc1nnc(-c2c[nH]c3ccccc23)o1,9.8*,7.8*,3.7*,40,11,49,17,-25*
CCOC(=O)CC1C(CO)OC(n2cnc3c(N)ncnc32)C1O[Si](C)(C)C(C)(C)C (stereo not drawn),102,91,90,79,89,112,82,94
CCC(C)(C)c1ccc(OCCCCCCN2CCN(c3ccncc3)CC2)cc1,-7.9*,-97*,-78*,-44*,-58*,-19*,-44*,-81*
CCCCCCCCCCCCCCCCCOC(=O)CCCCCCCCCCCCCCCCC,104,103,112,103,105,117,107,114
COc1cc(C2c3cc4c(cc3C3OC(=O)C2C3CO)OCO4)cc(OC)c1OC (stereo not drawn),34,7.4*,30,-24*,17,49,71,x
Cc1c(C(=O)O)nnn1CC(N)=O,112,98,109,94,99,106,91,119
Oc1ccc2ccccc2c1C1NNC(=S)N1 (stereo not drawn),31,52,79,76,60,90,36,62
O=C(CN1CCN(c2ncnc3c2cnn3-c2ccccc2)CC1)Oc1ccc2ccccc2c1,94,96,96,98,65,103,83,103
CCC(C(N)=O)c1ccccc1 (stereo not drawn),106,97,103,113,96,110,99,98
COC(=O)C1(C)CCC[C@]2(C)[C@H]3C[C@H]4C(C(C)C)=C[C@]3(CC[C@@H]12)[C@H]1[C@@H]4[C@@H](OCc2cn(Cc3ccccc3)nn2)CC[C@@H]1OCc1cn(Cc2ccccc2)nn1 (stereo partly drawn),83,75,74,98,36,82,32,51
CCOC(=O)c1csc(NC(=O)c2ccc(Nc3ccccc3)c([N+](=O)[O-])c2)n1,88,97,87,104,89,103,93,82
COc1ccc2c(c1OC)CCC2=O,98,92,109,103,92,101,96,114
O=C(Nc1ccc(Oc2ccc(F)cc2)c(Cl)c1)c1ccnnc1,107,90,91,94,91,101,70,63
O=S(=O)(OCCCOS(=O)(=O)c1ccc(Cl)cc1)c1ccc(Cl)cc1,99,93,106,105,66,85,x,90
Cc1cc(=O)oc2cc(OCCCCOc3ccc(/C=C/C(=O)Nc4ccccc4[N+](=O)[O-])cc3)ccc12,111,107,102,117,97,103,100,169
C=CCOc1nc(N)nc(OCC=C)n1,116,x,100,74,104,127,100,98
Cc1cccc2c(NCCN(C)C)c3cccc(C(=O)NCCN(C)C)c3nc12,10,-62*,5.4*,18,2.7*,x,29,x
O=C1N=C2SCCCN2/C1=C\c1cccc(OCc2ccc(Cl)cc2)c1,84,60,67,72,27,81,39,83
Cc1nn(-c2ccc(-c3ccc(OC(F)(F)F)cc3)cc2)c2ncnc(N)c12,93,101,102,107,105,111,90,88
O=C(O)Cc1ccc([N+](=O)[O-])cc1,119,99,105,107,87,105,96,101
Cc1ccnc(NS(=O)(=O)c2ccc(Nc3ccnc(SCC(=O)c4ccc(C(F)(F)F)cc4)n3)cc2)n1,96,96,93,x,100,120,92,114
Cc1cc(C)nc(SCC(=O)Nc2ccc(-c3nc4ccccc4[nH]3)cc2)n1,99,73,90,87,100,98,89,96
Cn1cc(-c2nc(N)nnc2-c2cncc(Br)c2)c2cc(Cl)ccc21,49,87,78,55,73,104,94,60
O=C(Nc1ccc(N=Nc2ccc(S(=O)(=O)O)cc2)cc1)c1ccc(N=Nc2cc(S(=O)(=O)O)c3ccccc3c2O)cc1,104,96,100,99,101,119,96,109
CCOC(=O)Nc1c(Cl)[nH]c(=O)n(C)c1=O,101,97,99,97,98,102,117,103
COc1ccccc1CNCCCN1C(=O)c2ccc3c4c(ccc(c24)C1=O)C(=O)N(CCCOCCCCOCCCN)C3=O,19,-34*,-4.8*,27,-70*,-4.3*,-57*,x
O=C(O)CCOc1c(Cl)cc(Cl)cc1[N+](=O)[O-],103,93,104,x,88,112,95,106
CC(C)[C@H](NC(=O)OCc1ccccc1)C(O)C1CC1C(=O)C1CO1 (stereo partly drawn),104,95,102,106,103,107,92,101
C/C(=N\O)c1ccc(NC(=O)CSc2nc3[nH]c(=O)n(C)c(=O)c3[nH]2)cc1,91,97,104,94,98,104,90,95
Cn1c(=O)c2c(nc(Cc3ccc(N)cc3)n2C)n(C)c1=O,166,105,104,102,98,109,104,x
COc1cc(CNc2nc3ccc(OC/C(=C\F)CN)cc3o2)ccn1,99,83,85,x,96,101,105,100
CCOC(=O)c1ccccc1NC(=O)CCCl,107,101,106,100,93,109,98,112
N#CCCCC1(CCCC#N)OCCO1,109&103,97&95,105,101,99&103,115&104,94&100,97&116
COCC(=O)Oc1cc(-c2ccc(C)cc2C)c(OC(=O)COC)c(-c2ccc(C)cc2C)c1,55,36,50,57,41,88,44,-0.6*
Cc1oc2nc[nH]c(=O)c2c1C(=O)/C=C/c1cccc2c1OCO2,102,95,99,101,98,102,x,99
COc1ncc(OC)c(S(=O)(=O)Nc2ccc(N/C=C/C(=O)c3cc4c(ccc5ccccc54)oc3=O)cc2)n1,107,78,101,92,97,103,116,101
NS(=O)(=O)c1ccc(CCN2C(=O)/C(=C/c3ccccc3)C=C2c2ccccc2)cc1,94,94,98,111,83,100,96,108
COc1ccc(-c2nc(SCCC(C)C)nc(N/N=C\c3cc(OC)c(OC)c(OC)c3)c2C#N)cc1,81,83,78,88,44,94,35,79
CC/C(=C(\c1ccc(OCCN2CCCCCC2)cc1)c1ccc(OC(=O)Cc2ccccc2)cc1)c1ccccc1,94,103,108,106,75,108,80,96
c1cnc2ccc3c(c2c1)COCO3,104,102,117,93,103,123,x,105
# (continued)
SMILES,HS 578T,LOX IMVI,MDA-MB-231,BT-549,MCF7,SK-MEL-28,T-47D,MDA-MB-468
Cc1cc(NS(=O)(=O)c2ccc(-c3ccccc3)cc2)c2ccccc2n1,88,79,90,85,75,97,48,71
O=C1c2ccccc2CC2(O)C(c3ccccc3)NCC(O)CN12 (stereo not drawn),114,106,98,130,95,110,104,120
Cc1noc(C)c1CSc1nc2ccccc2n1-c1ccccc1,102,88,82,87,95,111,94,108
O=C1c2ccccc2C2NCCCN12 (stereo not drawn),110,105,109,116,99,107,101,107
CC[C@@H](C(=O)[C@@H](C)[C@@H](O)[C@H](C)[C@@H]1O[C@@H]([C@@H](CC)C(=O)NCCc2ccc(F)cc2)CC[C@@H]1C)C1O[C@]2(C=CC(=O)[C@]3(CC[C@@](C)([C@H]4CC[C@](O)(CC)[C@H](C)O4)O3)O2)[C@H](C)C[C@@H]1C (stereo partly drawn),48,53,14,54,18,58,15,14
COc1ccc(-c2nc3c(c(=O)[nH]2)C(c2ccc(Cl)cc2)c2sc4c(C)cccc4c2O3)cc1 (stereo not drawn),84,83,89,109,49,108,79,84
Nc1ncc(-c2ccc3ncnc(N4CCc5ccc(Cl)cc54)c3c2)cc1C(F)(F)F,-14*,12,22,-2.6*,7.3*,29,12,-36*
CCCCCCCCCCCCCCCCCCNC(=O)Oc1cc(C)ccc1C(C)C,104,97,93,99,104,109,x,106
COc1ccc(Cc2nnc3sc(-c4sc(C)nc4C)nn23)cc1,104,95,97,x,98,130,x,96
N#C/C(=C\c1c(Cl)cccc1Cl)c1nc(-c2ccc(Cl)cc2)cs1,106,95,86,95,72,91,64,102
CCOc1ccc(NC(=O)NCc2ccco2)cc1,113,109,107,102,100,119,82,100
COc1ccc(-c2c3c(nn2Cc2ccccc2)CCc2cnoc2-3)cc1,132,93,91,114,87,108,91,105
CCOc1c(C#N)c(Nc2ccc(S(N)(=O)=O)cc2)c(C#N)c(=O)n1C(=S)Nc1ccccc1,111,99,96,101,99,114,104,95
CCOC(=O)c1nn(C2CCCCO2)c2ccc(NC(=O)CN3CCCCC3)cc12 (stereo not drawn),94,98,101,94,95,104,98,102
Cc1cc(C)nc(NS(=O)(=O)c2ccc(N/C(N)=N/c3nccc(-c4ccco4)n3)cc2)n1,100,89,100,113,59,110,85,96
CCOC(=O)C(=O)C=P(c1ccccc1)(c1ccccc1)c1ccccc1,105,93,99,102,97,110,98,114
CCOCCOC(=O)c1ccccc1Cl,110,98,114,106,105,114,101,124
CC(=O)Oc1cc(C(=O)N[C@@H](Cc2ccccc2)C(O)C(=O)NCc2ccccc2)cc(OC(C)=O)c1OC(C)=O (stereo partly drawn),103,x,107,111,97,123,92,105
CN(C)c1ccc(N=Cc2ccccc2)cc1,132,96,88,138,96,110,89,95
CC1=C(NCCN2CCCC2)C(=O)c2c(OCc3cccc(Cl)c3)cccc2C1=O,72,36,63,15,57,-8.0*,60,70
O=C(Cc1ccc2c(c1)CN(C1CCC(=O)NC1=O)C2=O)NCc1cccc2ccccc12 (stereo not drawn),-11*,-48*,-47*,-53*,1.2*,-11*,-4.9*,-69*
Cc1nc([N+](=O)[O-])cn1CC(Cl)Cn1cc([N+](=O)[O-])nc1C,95&100,99&98,113,100&96,96&96,107&112,102,104&106
O=C1Nc2ccc(F)cc2/C1=C/C(=O)c1cc2ccccc2oc1=O,101,80,92,116,69,117,93,22
Nc1c2c(c(O)c3c1=C(CO)C=N3)=NCCS2,5.6*,-89*,2.4*,-96*,-51*,-79*,-43*,-72*
CCc1ccc(C2CC(c3ccc(Cl)cc3)=NN2c2ccc(S(N)(=O)=O)cc2)cc1 (stereo not drawn),92,84,79,91,74,105,78,45
N#Cc1c(-c2cccc(F)c2)cc(-c2ccncc2)[nH]c1=O,101,99,99,95,89,104,98,103

# 11 entries from above, ordered by count of non-hydrogen atoms, high to low.
SMILES,HS 578T,LOX IMVI,MDA-MB-231,BT-549,MCF7,SK-MEL-28,T-47D,MDA-MB-468
CC(=O)Oc1cc(C(=O)N[C@@H](Cc2ccccc2)C(O)C(=O)NCc2ccccc2)cc(OC(C)=O)c1OC(C)=O (stereo partly drawn),103,x,107,111,97,123,92,105
CCOc1c(C#N)c(Nc2ccc(S(N)(=O)=O)cc2)c(C#N)c(=O)n1C(=S)Nc1ccccc1,111,99,96,101,99,114,104,95
O=C(Cc1ccc2c(c1)CN(C1CCC(=O)NC1=O)C2=O)NCc1cccc2ccccc12 (stereo not drawn),-11*,-48*,-47*,-53*,1.2*,-11*,-4.9*,-69*
CCOC(=O)c1nn(C2CCCCO2)c2ccc(NC(=O)CN3CCCCC3)cc12 (stereo not drawn),94,98,101,94,95,104,98,102
COc1ccc(-c2c3c(nn2Cc2ccccc2)CCc2cnoc2-3)cc1,132,93,91,114,87,108,91,105
O=C1Nc2ccc(F)cc2/C1=C/C(=O)c1cc2ccccc2oc1=O,101,80,92,116,69,117,93,22
N#C/C(=C\c1c(Cl)cccc1Cl)c1nc(-c2ccc(Cl)cc2)cs1,106,95,86,95,72,91,64,102
N#Cc1c(-c2cccc(F)c2)cc(-c2ccncc2)[nH]c1=O,101,99,99,95,89,104,98,103
CCOc1ccc(NC(=O)NCc2ccco2)cc1,113,109,107,102,100,119,82,100
CN(C)c1ccc(N=Cc2ccccc2)cc1,132,96,88,138,96,110,89,95
CCOCCOC(=O)c1ccccc1Cl,110,98,114,106,105,114,101,124

# Exported with each value named: 2 of the compounds above
compound: CN(C)c1ccc(N=Cc2ccccc2)cc1
- HS 578T = 132
- LOX IMVI = 96
- MDA-MB-231 = 88
- BT-549 = 138
- MCF7 = 96
- SK-MEL-28 = 110
- T-47D = 89
- MDA-MB-468 = 95
compound: CCc1ccc(C2CC(c3ccc(Cl)cc3)=NN2c2ccc(S(N)(=O)=O)cc2)cc1 (stereo not drawn)
- HS 578T = 92
- LOX IMVI = 84
- MDA-MB-231 = 79
- BT-549 = 91
- MCF7 = 74
- SK-MEL-28 = 105
- T-47D = 78
- MDA-MB-468 = 45
